TDP1 block – blocks human tyrosyl-DNA phosphodiesterase 1; Q9NUW8; recombinant TDP1, AlphaScreen DNA substrate cleavage; Potency, µM (series often up to 130 µM), without a hit: at the top dose activity change, negative = inhibition, usual class: inhibitors; actives 0.28% (n = 350,000); note: nearly all actives have a fitted effect of over 40% in size
Target sequence (Q9NUW8 whole entry, looked up): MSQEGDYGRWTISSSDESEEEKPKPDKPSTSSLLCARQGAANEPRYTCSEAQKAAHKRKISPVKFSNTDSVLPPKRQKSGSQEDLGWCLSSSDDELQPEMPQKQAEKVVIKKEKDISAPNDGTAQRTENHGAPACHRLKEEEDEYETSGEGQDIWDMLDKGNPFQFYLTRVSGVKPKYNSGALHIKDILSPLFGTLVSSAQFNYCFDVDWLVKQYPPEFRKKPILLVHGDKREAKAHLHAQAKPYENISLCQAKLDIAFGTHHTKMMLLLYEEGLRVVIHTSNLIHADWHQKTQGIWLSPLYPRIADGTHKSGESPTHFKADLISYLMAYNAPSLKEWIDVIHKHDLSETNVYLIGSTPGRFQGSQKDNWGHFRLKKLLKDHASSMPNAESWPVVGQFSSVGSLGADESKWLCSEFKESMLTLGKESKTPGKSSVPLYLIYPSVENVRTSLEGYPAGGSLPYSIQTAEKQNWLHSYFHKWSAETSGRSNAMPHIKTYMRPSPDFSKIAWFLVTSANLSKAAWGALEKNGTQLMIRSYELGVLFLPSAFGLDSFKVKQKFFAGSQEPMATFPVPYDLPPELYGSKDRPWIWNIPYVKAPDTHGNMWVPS
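Recombinant human Tdp1 (E. coli-expressed, 1 nM final) preincubated with compounds 15 min at room temperature, then 5'-biotin/3'-phosphotyrosine-FITC DNA substrate (15 nM final) added for 5 min. AlphaScreen beads (10 ug/ml final) added 10 min; cleavage lowers signal.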
N370S GC – N370S glucocerebrosidase modulation, Gaucher chaperone candidate; N370S GC spleen homogenate, 4MU-glucoside fluorescence; AID 2101; P04062; actives 0.092% (n = 330,000); Potency, µM (series often up to 59.4 µM), for inactives: at the top dose activity change, negative = inhibition, hits mostly inhibitors;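 note: 0% = full enzyme activity and -100% = no enzyme basal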
FEN1 inh – human FEN1 inhibition. P39748. Recombinant FEN1 flap cleavage, fluorescence, 15 min. Potency, µM (top dose mostly 114 µM), for inactives: at the highest dose activity change, negative = inhibition, most hits filed as inhibitors. actives 0.35% (n = 390,000); note: nearly all actives have a fitted effect of over 65% in size
Target sequence (P39748 whole entry, looked up): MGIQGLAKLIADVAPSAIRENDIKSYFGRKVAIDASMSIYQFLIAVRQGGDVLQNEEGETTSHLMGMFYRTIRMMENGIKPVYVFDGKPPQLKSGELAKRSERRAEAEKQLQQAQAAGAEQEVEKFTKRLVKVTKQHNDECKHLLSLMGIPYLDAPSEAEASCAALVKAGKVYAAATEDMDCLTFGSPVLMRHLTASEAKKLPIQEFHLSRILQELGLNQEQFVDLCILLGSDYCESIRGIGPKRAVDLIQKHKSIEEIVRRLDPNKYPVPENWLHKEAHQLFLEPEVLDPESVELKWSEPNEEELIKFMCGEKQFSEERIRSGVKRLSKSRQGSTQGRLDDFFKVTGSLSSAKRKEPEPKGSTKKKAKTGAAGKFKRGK
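FEN1 at 10 nM preincubated with compounds 15 min at room temperature, then flap DNA substrate added at 50 nM final. Signal read at 0 and 15 min; concentration-response fitted with four-parameter Hill equation.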
Active calls of the source: *; ? = inconclusive; / = not tested or not shown; & = joins results of further samples; [ ] = another dose, or the depositor's remark. Calls come from the whole dose curve; as a rule, active = well fitted curve in the direction sought with a large enough effect; inconclusive = small, poorly fitted or top-dose-only effect, or another doubt; inactive = no such curve, though single readings can be large; an effect the other way counts as inactive or inconclusive. Unless noted, % is set by controls: 0 for no effect and ±100 for the full control effect; potency is the fitted concentration of half-maximal effect.

SMILES	TDP1 block	N370S GC	FEN1 inh
CCOc1cccc(/C=N/NS(=O)(=O)c2ccc(C)c([N+](=O)[O-])c2)c1O	5%	1%	-9%
C[n+]1cc[nH]c1SCC(=O)c1ccccc1	2%	1%	3%
CC(C)c1ccc(NC(=O)COc2ccc(F)cc2C(=O)c2cnn(-c3ccccc3)c2)cc1	-3%	17%	-5%
O=C(NCc1cccs1)c1cc(-c2ccccn2)nc2ccc(Br)cc12	3%	4%	2%
CC(=O)c1cccc(NC(=O)c2ccc3c(Cl)c4c(nc3c2)CCCC4)c1	-2%	-6%	3%
COc1cccc(CNC(=O)Cn2cc3c(n2)-c2c(oc(C(=O)N4CCOCC4)c2C)CC3)c1	10%	/	5%
Cc1nc(NC(=O)CSc2nncs2)c(Cl)cc1Cl	4%	-15%	2%
CCn1cc(CCCC(=O)NCc2ccc(OC)cc2)c2ccccc21	/	3%	?
COc1ccc(S(=O)(=O)Nc2ccc3c(c2)C(=O)N([C@H](C)CO)C[C@@H](C)[C@@H](CN(C)S(=O)(=O)c2ccc(Cl)cc2)O3)cc1	1%	/	-17%
C=C(C)CNC(=S)NNC(=O)CCn1c2cc(Cl)ccc2c2ccc(Cl)cc21	8%	-4%	7%
CCN(CC)C(=O)Cn1cc(C(=O)C(=O)NCC2COc3ccccc3O2)c2ccccc21 (stereo not given)	3%	-6%	10%
Cc1cc(OCC(=O)Nc2ccncc2)ccc1[N+](=O)[O-]	5%	-5%	0%
Cc1cc(C(=O)N2CCN(c3cccc(C)c3C)CC2)c2c(C)nn(-c3ccccc3)c2n1	4%	/	-11%
CCOC(=O)c1noc2nc(C)n(CC(=O)Nc3ccc(OC)c(Cl)c3)c(=O)c12	2%	/	0%
COc1cc(O)c(C(CCN2CCCC(C)C2)c2cc(OC)c(OC)c(OC)c2)c(OC)c1 (stereo not given)	5%	-3%&5%	-7%&-2%
COc1ccccc1C(=O)N1CCN(c2nc3cc(C)c(C)cc3cc2C#N)CC1	3%	-20%	-18%
Cc1nnsc1C(=O)NC1CCCc2c1cnn2-c1ccc(F)cc1F (stereo not given)	3%	-2%	2%
COc1ccc(/C=N/NC(=O)CCn2cnc(-c3ccccc3)c2-c2ccccc2)cc1	8%	8%	0%
Cc1ccsc1/C=N/NC(=O)Cc1ccc(Cl)cc1	1%	23%	-2%
Cc1ccc(C(=O)/C=C/NNC(=O)c2ccccc2O)cc1	/	-2%	0%
CCCCNS(=O)(=O)c1ccc2nc(-c3cccs3)cc(C(=O)NCC(OC)OC)c2c1	3%	?	/
COc1cc(Cl)c(C)cc1NC(=O)CCn1cnc2onc(-c3ccc(F)cc3)c2c1=O	-5%	/	-3%
CC(C)C(=O)N1CCN(c2nc(-c3ccc(Cl)cc3)cs2)CC1	0%	-17%	7%
NNc1nc2c(-c3cccc(C(F)(F)F)c3)nnn2c2ccccc12	/	19%	-9%
CC(=O)c1ccc2c(c1)c1ccccc1n2CC(C)C	-7%	?	1%
Cc1ccc(-n2c(SCC(=O)Nc3ccc4c(c3)OCO4)nc3c([nH]c4ccccc43)c2=O)cc1	8%	/	-13%
Cc1ccc(Cn2c(C(=O)Nc3cccc(Cl)c3)cc3sccc32)cc1	4%	/	11%
Cc1cc(C(=O)O)cc(S(=O)(=O)N2CCOCC2)c1C	3%	14%	-10%
O=c1c2cccnc2[nH]c(=S)n1CCCN1CCN(c2ccc(F)cc2)CC1	0%	3%	-1%
COc1ccc(NC(=O)N2CCCC(c3nc(-c4ccc(OC)cc4)no3)C2)cc1 (stereo not given)	2%	-5%	-9%
CC(C)(C)c1ccc(C(=O)O[C@H]2[C@H](Cc3ccccc3)NS(=O)(=O)[C@H]3C[C@@H]4C=C[C@]23O4)cc1	3%	/	?
COc1ccc(N(CC(=O)NCCc2ccccc2)C(=O)c2csnn2)cc1	-1%	-1%	-8%
COc1ccc(CN2CCC(n3nccc3NC(=O)C3CC3)CC2)c(Cl)c1OC	6%	-6%	-5%
Cc1ccc(C)c(OCc2cc(C(=O)N3C[C@@H](C)O[C@@H](C)C3)no2)c1	1%	-1%	-5%
CCn1nc(NS(=O)(=O)c2ccccc2)c2cc3ccccc3nc21	3%	2%	-1%
Cc1ccccc1S(=O)(=O)Cc1ccc(C(=O)NCc2cccs2)o1	4%	3%	4%
O=C(O)c1ccc(NC(=O)c2ccc3c(c2)C(=O)N(CC2CCCO2)C3=O)cc1 (stereo not given)	4%	-5%	2%
CSc1ncc(Cl)c(C(=O)Nc2c(C(=O)Nc3cccc(C)c3)oc3ccccc23)n1	9%	/	-4%
CCC(C)(C)NC(=O)c1cc(S(=O)(=O)N2CCc3ccccc32)cn1C	/	1%	14%
O=C(O)CCCC/C=C\C[C@@H](O)/C=C/C=C/C=C\[C@@H](O)CCCC(=O)O	9%	7%	/

A draw from above in order of formula weight, lowest first:
SMILES	TDP1 block	N370S GC	FEN1 inh
Cc1ccsc1/C=N/NC(=O)Cc1ccc(Cl)cc1	1%	23%	-2%
Cc1nc(NC(=O)CSc2nncs2)c(Cl)cc1Cl	4%	-15%	2%
CCn1cc(CCCC(=O)NCc2ccc(OC)cc2)c2ccccc21	/	3%	?
CCC(C)(C)NC(=O)c1cc(S(=O)(=O)N2CCc3ccccc32)cn1C	/	1%	14%
Cc1ccc(Cn2c(C(=O)Nc3cccc(Cl)c3)cc3sccc32)cc1	4%	/	11%
COc1ccccc1C(=O)N1CCN(c2nc3cc(C)c(C)cc3cc2C#N)CC1	3%	-20%	-18%
CCOC(=O)c1noc2nc(C)n(CC(=O)Nc3ccc(OC)c(Cl)c3)c(=O)c12	2%	/	0%
O=C(NCc1cccs1)c1cc(-c2ccccn2)nc2ccc(Br)cc12	3%	4%	2%
COc1ccc(/C=N/NC(=O)CCn2cnc(-c3ccccc3)c2-c2ccccc2)cc1	8%	8%	0%
CCN(CC)C(=O)Cn1cc(C(=O)C(=O)NCC2COc3ccccc3O2)c2ccccc21 (stereo not given)	3%	-6%	10%
CSc1ncc(Cl)c(C(=O)Nc2c(C(=O)Nc3cccc(C)c3)oc3ccccc23)n1	9%	/	-4%
COc1cc(Cl)c(C)cc1NC(=O)CCn1cnc2onc(-c3ccc(F)cc3)c2c1=O	-5%	/	-3%
COc1cccc(CNC(=O)Cn2cc3c(n2)-c2c(oc(C(=O)N4CCOCC4)c2C)CC3)c1	10%	/	5%
CC(C)(C)c1ccc(C(=O)O[C@H]2[C@H](Cc3ccccc3)NS(=O)(=O)[C@H]3C[C@@H]4C=C[C@]23O4)cc1	3%	/	?

The list continues.
SMILES	TDP1 block	N370S GC	FEN1 inh
O=C(N[C@@H](Cc1ccccc1)C(=O)N[C@@H](Cc1ccccc1)C(=O)O)OCc1ccccc1	-1%	1%	-4%
COc1ccc(Nc2cc(C)nc(NCc3ccccc3)n2)cc1	7%	?	-16%
O=C(OCC(=O)N1CCCC1)c1cc(Cl)ccc1Cl	-1%	-6%	12%
Cc1ccc2nc(NCCCO)nc(-c3ccccc3)c2c1	2%	-3%	-14%
Cc1ccc(NC(=O)COC(=O)Cn2nc(C)c([N+](=O)[O-])c2C)c([N+](=O)[O-])c1	0%	3%	10%
CCN(C[C@H]1N[C@@](C)(C(=O)OC)[C@H]2C(=O)N(C)C(=O)[C@@H]12)C(=O)Nc1ccc(C(F)(F)F)cc1	1%	/	1%
CSc1ccc(CCNC(=O)c2cnc3c(C)cccn3c2=O)cc1	4%	/	3%
Cc1ccc(C)c(Cn2c(=O)c3c(nc4n3CCN4c3ccc(F)cc3)n(C)c2=O)c1	3%	/	18%
Cc1cc(C)cc(Nc2cc(C(=O)NC3CCC(C)CC3)c3ccccc3n2)c1 (stereo not given)	-2%	/	-13%
O=C1CCCC2=C1C(c1ccccc1)n1c(s/c(=C/c3cccc(F)c3)c1=O)=N2 (stereo not given)	1%	15%	-4%
COc1ccccc1C(=O)NC(CCSC)C(=O)OCC(=O)c1ccc[nH]1 (stereo not given)	4%	24%	-13%
COC(=O)c1ccn(CSc2c(F)c(F)cc(F)c2F)n1	0%	/	4%
CC(C)Cc1nc2sc3c(c2c(=O)n1N)CC(C)(C)OC3	3%	7%	0%
CSCCC(NS(=O)(=O)c1ccc(Cl)cc1)C(=O)OCC(=O)c1ccc(F)cc1 (stereo not given)	-4%	3%	-17%
CCOC(=O)C1CCN(S(=O)(=O)c2cn(C)c(C)n2)CC1	2%	-20%	18%
CN(C(=O)COc1ccc(Oc2ccccc2)cc1)C1CCS(=O)(=O)C1 (stereo not given)	2%	-30%	-1%
COc1ccc(NC(=O)COC(=O)CN2C(=O)c3ccccc3C2=O)cc1	1%[0.505 µM]	2%	6%
CC1(NC(=O)CC(c2ccccc2)(c2ccccc2)c2ccccc2)CCN(Cc2ccc(-c3ccccc3)cc2)C1=O (stereo not given)	2%	/	-16%
Cc1ccc2c(c1)N(C(=O)N1CCC(C(=O)NCc3cccs3)CC1)CC(C)O2 (stereo not given)	4%	/	-5%
COc1cccc(NC(=S)N(CCCN2CCCC(C)C2)Cc2cccs2)c1 (stereo not given)	-1%	-3%	-3%
CC1=CC(C)(C)n2c(O)c(N=NC(N)=S)c3c(C)c(C)cc1c32	/	-4%	-6%
CCc1ccc(-c2cnc3ccccc3n2)cc1NC(=O)CNC(=O)c1ccccc1	-3%	-13%	-3%
COC(=O)Cn1c(CN(C)Cc2ccccc2)nc2c1c(=O)n(C)c(=O)n2C	/	1%	14%
NCCNS(=O)(=O)c1cccc2c(Cl)cccc12	4%	-7%&-14%&-10%&-6%&-5%	/
Cc1cc(C(=O)CSc2nc3ccccc3[nH]2)c(C)n1C	11%	20%	9%
CCn1c(SCC(=O)NC(=O)NCc2ccco2)nnc1-c1cccs1	?	10%	5%
O=C(O)c1ccccc1S(=O)(=O)Cc1ccccc1	3%	-4%	3%
O=C(N[C@@H](CO)C(=O)NCc1ccccc1)c1ccc(C(F)(F)F)cc1	/	2%	-5%
Cc1cc(C)n(Cc2ccccc2Cl)n1	-2%	11%	-8%
Cc1ccc(S(=O)(=O)c2nnn3c2nc(N2CCN(c4ccc(F)cc4)CC2)c2cc(Cl)ccc23)cc1C	-2%	/	8%
CCOC(=O)N1CCN(C(=O)c2ccccc2NC(=O)COc2ccccc2)CC1	5%	1%	-1%
O=S(=O)(c1cccc(Cn2nnc(-c3ccccc3)n2)c1)N1CCOCC1	-1%	/	-5%
O=C(NCc1ccc(N2CCCC2=O)cc1)c1cc(COc2c(F)cccc2F)on1	1%	0%	-4%
CCCNC(=O)c1ccc(N2CCC3(CC2)CC(c2ccccc2)=NO3)c(NC(=O)c2ccccc2)c1	/	-6%	8%
CC(C)(C)c1ccc(-c2nnc(SCC(=O)NC3CCS(=O)(=O)C3)n2N)cc1 (stereo not given)	8%	-3%	8%
O=C(COC(=O)c1ccccc1O)NC(=O)NCc1ccccc1	5%	-1%	6%
CCN(CC)S(=O)(=O)c1ccc(OC)c(NC(=O)CCS(=O)(=O)Cc2ccccc2)c1	3%	2%	-5%
C[C@@](N)(C(=O)O)c1ccc(P(=O)(O)O)cc1	10%[56.1 µM]	-1%	/
Cc1ccc2cccc(NC(=O)c3cccc4c(Br)cccc34)c2n1	3%	/	1%
Cc1oc2cc3oc(=O)c(CCC(=O)NCCN4CCOCC4)c(C)c3cc2c1C	/	-6%	-3%
O=C(CCC(=O)c1cccs1)NCc1ccccc1	5%	11%	0%
CCc1cccc(C)c1NC(=O)CO/N=C(\C)c1cc2ccccc2o1	1%	1%	-2%
COCCNC(=O)c1c(N)n(CCCn2ccnc2)c2nc3ccccc3nc12	5%	?	-20%
COc1ccc2c(c1)c(=O)c(C(=O)c1ccccc1)cn2CC(=O)Nc1ccc2c(c1)OCO2	6%	/	-7%
COc1ccccc1N1CCN(C(=O)c2cc3c(=O)oc4ccc(C)cc4c3s2)CC1	1%	/	5%
CN(C)CCN(Cc1ccccc1)c1nccc(N(C)C)c1C#N	1%	3%	17%
COc1ccc(/C(N)=N/OC(=O)CC2CCCCC2)cc1	-6%	8%	3%
O=C(Nc1cc(Cl)cc(Cl)c1)c1cc(S(=O)(=O)NC2CCCC2)ccc1F	3%	/	1%
CCCCn1c(N)c(N(CCOC)C(=O)COC(=O)COc2ccc(CC)cc2)c(=O)[nH]c1=O	/	-1%	0%
O=C(NCC1CCCN(C2Cc3ccccc3C2)C1)c1cccs1 (stereo not given)	2%	-2%	-8%
CCOC(=O)c1c(-c2ccccc2)oc2ccc(O)c(CN3CCN(C)CC3)c12	5%	0%	-4%
Cc1c(-c2cc(C(=O)O)c3ccccc3n2)cnn1C	-2%	10%	-10%

Screening results from PubChem.
